miR122 inh = miR-122 inhibition in Huh7 cells; AID 602342; activation (reporter increase), % at 12.5 µM; Huh7 miR-122 Renilla luciferase sensor, 48 h; neutral wells = 0, positive control = 100; 340,000 tested, 0.3% active;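 active = mean replicate activation score at least 90 and every replicate individually at or above 90; inconclusive = only one of the two criteria met; inactive = neither criterion met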;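 note: higher luciferase means less miR-122 activity so hits act as miR-122 inhibitors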
* hit, by the source's call; ? = inconclusive. An excerpt; count on the stated rates, not on these rows.

SMILES	miR122 inh
Cc1ccc(-c2c(C)n([O-])c3c([n+]2=O)CCC3)o1	-3
O=[N+]([O-])/C(=C\Nc1ccccc1Cl)S(=O)(=O)c1ccccc1	-8
Cc1ccc(-c2ccc(CCC(=O)O)n2NC(=O)c2ccco2)cc1	5
COCCn1c(SCC(=O)N2CCCCC2)nc2cccnc21	4
CCC1(C)Cc2c(sc3nn[nH]c(=O)c23)CO1 (configuration not stated)	-3
COC(=O)c1ccc(C(=O)OC)c(NC(=O)c2cccnc2)c1	1
CCOc1cc(CNCc2cccs2)cc(Br)c1OC	-6
COc1ccccc1/C=c1\sc2nc(-c3ccco3)nn2c1=O	-4
O=C(Oc1ccc(Cl)cc1)c1ccc(COC(=O)c2cnccn2)cc1	7
COCCNC(=O)COc1ccccc1Cl	0
Cc1onc(C(=O)NC2CCCCC2)c1[N+](=O)[O-]	-4
CCCc1nc2ccccc2c(=O)n1N	-1
CC1CC(C)(C)N2C(=O)C3(Nc4ccccc4S3)c3cccc1c32 (configuration not stated)	6
Cc1nc2sc(C(c3ccccc3)N3CCC(O)CC3)c(O)n2n1 (configuration not stated)	2
CN(C)c1ccnc(-n2cccc2/C=N/OCc2cccc(F)c2)c1C#N	1
Cc1cccc(NC(=O)c2ccc3c(c2)OCCO3)n1	7
Cc1ccc(S(=O)(=O)N2CCN(c3ncnc4c3cnn4-c3ccccc3)CC2)cc1	-1
CCn1c(SCC(=O)Nc2cc(F)ccc2C)nnc1-c1ccccc1O	0
CCN1C(=O)c2ccc(C(=O)O)cc2C1=O	5
Cc1nn(-c2ccccc2)c(C)c1/C=N\NS(=O)(=O)c1ccc(Cl)cc1	10
Cc1occc1C(=O)NCc1ccc2c(c1)OCO2	-7
Cc1ccc(OCc2nnc(SCC(=O)Nc3ccc4c(c3)OCCO4)n2Cc2ccco2)cc1	-1
O=C(O)CNC(=O)c1ccccc1F	-9
Cc1occc1-c1nnc(SCC(=O)N2c3ccccc3CCc3ccccc32)n1C	4
CN(C)CCNc1oc(-c2cccc(Cl)c2)nc1C#N	-6
Cc1cc(C)cc(Oc2coc3cc(OC(=O)c4cccs4)ccc3c2=O)c1	6
CC1Cn2c(nnc2-c2cccs2)S1 (configuration not stated)	2
CCOc1cc(C(=O)N2CCN(C/C=C/c3ccccc3)CC2)cc(OCC)c1OCC	-3
CC1=C(C(=O)Nc2ccccc2C)C2(CCCC2)C(C(N)=O)C(=O)N1 (configuration not stated)	-4
Cc1ccc(-c2noc(CCC(=O)NCCN3CCc4ccccc4C3)n2)cc1	4
CCOc1ccc2nc(NC(=O)Cc3cccs3)sc2c1	5
CCCCn1nc(C(=O)N2CCc3ccccc32)c2ccccc2c1=O	-6
COc1ccc(-c2noc(CCC(=O)NCCN(C)Cc3ccccc3)n2)cc1	-6
CCn1c(COc2ccccc2C)nnc1SCC(=O)Nc1cc(C)on1	4
C=CCn1c(Cc2cccs2)nnc1SC/C=C/c1ccccc1	18
CCOC(=O)c1ccccc1NC(=O)COc1ccccc1	-4
Cc1nn(-c2ccccc2)c2sc(C(=O)N3CCCCC3)cc12	13
COC(=O)c1cccc(NC(=O)NC2CCCN2S(=O)(=O)c2ccc(Cl)cc2)c1 (configuration not stated)	-5
O=C(CCCCn1c(=O)c2ccccc2n(CC(=O)Nc2ccccc2)c1=O)NCc1ccco1	0
Cc1nn(C2CCCCC2)c(N)c1-c1ccccc1	4
CC1CCCCN1C(=O)c1ccccc1NC(=O)c1ccco1 (configuration not stated)	-5
Cc1cc(C)n(-c2ccc(C(=O)OCC(=O)Nc3ccc(S(=O)(=O)N4CCCCC4)cc3)cc2)n1	7
Cc1ccc2cc(C#N)c(SCC(=O)NCC3CCCO3)nc2c1 (configuration not stated)	3
O=C(CSc1cccc2cccnc12)NCc1ccco1	-2
c1ccc(CSc2ncn(-c3ccccc3)n2)cc1	-5
FC(F)(F)c1nc2ccccc2n2c(-c3ccc(Cl)cc3)nnc12	-12
Cc1ccc(C(=O)Nc2nccs2)cc1S(=O)(=O)N1CCCCC1	8
CCc1nnc(NC(=O)c2ccc3c(c2)C(=O)N(C(C)(C)C)C3=O)s1	1
CCOC(=O)C1CCN(C(=O)CSCCSCC(=O)N2CCC(C(=O)OCC)CC2)CC1	-4
CCOC(=O)C1CCN(C(=O)C(C)Sc2ccc(Cl)cc2)CC1 (configuration not stated)	-10
COc1ccccc1CNC(=O)c1ccc(NS(=O)(=O)c2c(C)noc2C)cc1	-4
COc1ccc(C(=O)Cn2c(C(=O)/C=C/c3ccccc3)nc3ccccc32)cc1	35
CN(C)c1ccc(C(=O)c2ccc(N(C)C)c3ccccc23)cc1	?
O=C(NC1CCCC1)c1ccc2nc[nH]c2c1	-5
Cc1csc(NC(=O)C2COc3ccccc3O2)n1 (configuration not stated)	0
Oc1ccccc1CNn1cnnc1	-8
CCOC(=O)c1cnn(-c2ccccc2)c1NC(=O)C(F)(F)C(F)(F)C(F)(F)F	5
C=CC(=O)Nc1ccc(CN2C(=O)N(c3c(Cl)c(OC)cc(OC)c3Cl)Cc3cnc(NCCCCN(CC)CC)nc32)cc1	-7
O=C1c2ccccc2S(=O)(=O)N1Cc1nnc(-c2ccccc2Br)o1	-5
CCOC(=O)c1cccc(Nc2nc(-c3cccnc3)nc3ccccc23)c1	-2
(further entries)
SMILES	miR122 inh
Cc1ccc(S(=O)(=O)CC(=O)c2ccccc2)cc1	12
c1ccc2nc3c(nc2c1)CCc1nonc1-3	-7
COc1ccc(C)cc1-n1c(N)c(C#N)c(C#N)c1-c1ccc(OC)c(OC)c1OC	-12
CCCc1[nH]nc2c1C(c1cn[nH]c1-c1ccc(F)cc1)C(C#N)=C(N)O2 (configuration not stated)	8
O=c1c2c(nc3nc(COc4ccccc4)[nH]n13)CCC2	-1
Cc1ccc(O)c(CNc2ccccn2)c1	10
CCOC(=O)c1cc(C(C)(C)C)oc1CN	-2
O=C(COC(=O)C1CCCCC1)Nc1ccc(N2CCCCC2)cc1	-6
Cc1ccccc1C(=O)NC(=S)Nc1ccccc1[N+](=O)[O-]	-7
COCCNC(=O)COC(=O)/C=C/c1c(C)nn(Cc2ccc(Cl)cc2Cl)c1Cl	-4
CCC1CCc2c(c3ccccc3[nH]c2=O)O1 (configuration not stated)	1
Cc1ccc2nc(NCCCN3CCOCC3)c(C=NCCCN3CCOCC3)c(=O)n2c1	-2
c1ccc(C(CN2CCOCC2)c2ccccc2)cc1	-6
CC(C)(C)c1ccc(CNc2cc(N3CCOCC3)ccc2[N+](=O)[O-])cc1	2
C#CCOCCOCCOCCNc1nc(N2CCN(C(=O)[C@H]([C@@H](C)CC)n3cc([C@@H](N)CO)nn3)CC2)nc(N2CCN(C(=O)[C@H](Cc3ccc(O)cc3)n3cc([C@@H](N)C(C)CC)nn3)CC2)n1 (some centres not stated)	3
COc1ccc(CC(=O)Nc2ccc(-c3nnc(-c4ccccc4)o3)cc2)cc1	-3
CN(C)C/C(Cl)=C(\Cl)c1ccccc1	-3
COc1cc2c(cc1OC)C(c1ccc(N(C)C)cc1)CC(=O)N2 (configuration not stated)	-1
C[N+](C)(C)CCCN1C(=O)CCCC1=O	40
O=C(/C=C/Nc1ccc(F)cc1)c1ccco1	3
COc1ccc(CCC(=O)N2CCN(S(=O)(=O)c3ccc4ccccc4c3)CC2)cc1	-1
COc1ccc(C(=O)Nc2cccc(N(C)S(C)(=O)=O)c2)cc1OC	-1
C/C(=C\C(=O)C(F)(F)F)Nc1ccc(C(F)(F)F)cc1	-4
Cc1cc(C)cc(OCc2nnc(SCC(=O)c3ccc(Br)cc3)o2)c1	-1

Reprinted from the entries so far, 2 compounds:
SMILES	miR122 inh
C/C(=C\C(=O)C(F)(F)F)Nc1ccc(C(F)(F)F)cc1	-4
Cc1cc(C)cc(OCc2nnc(SCC(=O)c3ccc(Br)cc3)o2)c1	-1

An excerpt from above in order of SMILES length, descending:
SMILES	miR122 inh
C#CCOCCOCCOCCNc1nc(N2CCN(C(=O)[C@H]([C@@H](C)CC)n3cc([C@@H](N)CO)nn3)CC2)nc(N2CCN(C(=O)[C@H](Cc3ccc(O)cc3)n3cc([C@@H](N)C(C)CC)nn3)CC2)n1 (some centres not stated)	3
COc1ccc(C)cc1-n1c(N)c(C#N)c(C#N)c1-c1ccc(OC)c(OC)c1OC	-12
CCCc1[nH]nc2c1C(c1cn[nH]c1-c1ccc(F)cc1)C(C#N)=C(N)O2 (configuration not stated)	8
COCCNC(=O)COC(=O)/C=C/c1c(C)nn(Cc2ccc(Cl)cc2Cl)c1Cl	-4
CC(C)(C)c1ccc(CNc2cc(N3CCOCC3)ccc2[N+](=O)[O-])cc1	2
Cc1ccc2nc(NCCCN3CCOCC3)c(C=NCCCN3CCOCC3)c(=O)n2c1	-2
COc1ccc(CC(=O)Nc2ccc(-c3nnc(-c4ccccc4)o3)cc2)cc1	-3
COc1ccc(C(=O)Nc2cccc(N(C)S(C)(=O)=O)c2)cc1OC	-1
COc1cc2c(cc1OC)C(c1ccc(N(C)C)cc1)CC(=O)N2 (configuration not stated)	-1
C/C(=C\C(=O)C(F)(F)F)Nc1ccc(C(F)(F)F)cc1	-4
O=C(COC(=O)C1CCCCC1)Nc1ccc(N2CCCCC2)cc1	-6
O=c1c2c(nc3nc(COc4ccccc4)[nH]n13)CCC2	-1
c1ccc(C(CN2CCOCC2)c2ccccc2)cc1	-6
O=C(/C=C/Nc1ccc(F)cc1)c1ccco1	3
C[N+](C)(C)CCCN1C(=O)CCCC1=O	40
CCOC(=O)c1cc(C(C)(C)C)oc1CN	-2
Cc1ccc(O)c(CNc2ccccn2)c1	10

Other structures:
SMILES	miR122 inh
COc1cccc(C2/C(=C(/O)c3ccc(F)cc3)C(=O)C(=O)N2CCN(C)C)c1 (configuration not stated)	1
COc1ccc(NC(=O)c2cccs2)c([N+](=O)[O-])c1	-2
CCc1ccccc1NC(=O)CN1C(=O)C2CCCN2c2ncc(Cl)cc21 (configuration not stated)	-1
CCNc1ccc(Br)cc(C(=O)/C=C/c2c(Cl)cccc2Cl)c1=O	54
O=C(NCCc1ccccc1)c1ccc(OCCOc2ccccc2)cc1	9
CN(CCC#N)c1ncnc2scc(-c3ccccc3)c12	2
COc1ccccc1NC(=O)CN1CCN(C2c3ccccc3-c3ccccc32)CC1	-7
Cc1ccc(S(=O)(=O)Nc2cc(C(=O)NCCN3CCCC3)ccc2N2CCCCC2)cc1	-1
COc1cc(NC(=O)N[C@H](C(=O)O)C(C)C)cc(OC)c1	-10
CCn1c(SCC(N)=O)nnc1-c1ccco1	-3
O=C1c2cc(Cl)ccc2OC2(CCNCC2)C12CC(c1ccc(Cl)cc1)=NO2 (configuration not stated)	-3
Cc1cccc(N2CCN(Cc3cc(=O)n4ccsc4n3)CC2)c1C	17
CCOC(=O)N1CCC(Nc2cccc(SC)c2)CC1	14
Cc1ccc(NC(NC(=O)c2cccs2)C(Cl)(Cl)Cl)cc1 (configuration not stated)	-3
CC(C)C(NS(=O)(=O)c1ccc2c(c1)oc(=O)n2C)C(=O)N1CCN(C2CCCCC2)CC1 (configuration not stated)	-7
C=CCSc1nc2ccccc2n1S(=O)(=O)c1ccc(Cl)cc1	2
Cn1c(=O)c2c(ncn2Cc2cc(-c3ccccc3)no2)n(C)c1=O	-7
CCOC(=O)C1CCN(C(=O)c2ccco2)CC1	3
Cc1cc(C)n2nc(C(=O)Nc3ccc4c(c3)OCO4)nc2n1	-3
O=C(CCS(=O)(=O)c1cccc2nonc12)N1CCOCC1	0
CC(=O)c1cnc(N2CCCCC2)nc1C	-15
COc1ccc(-c2cnc3c(NC(C)=O)cc(-c4ccsc4)cn23)cc1OC	5
Cc1c(Cl)c(-c2n[nH]c(=S)n2-c2ccc(F)cc2)nn1C	-13
COCc1ccccc1Cn1cnc2c1c(=O)n(C)c(=O)n2C	0
CC(C)c1c(O)nc(SCc2ccccc2)[nH]c1=O	0
CC(C)C(=O)NC(=S)Nc1ccc(S(=O)(=O)NC(C)(C)C)cc1	47
CCSc1c(-c2ccccc2)nc2c(C)cccc2c1C(=O)O	2
CCn1c(C)cc(C(=O)COC(=O)c2ccccc2[N+](=O)[O-])c1C	-6
Cn1c(=O)oc2cc(S(=O)(=O)NCCc3ccccc3)ccc21	34
O=C(N/C(=C\c1ccc(Br)cc1)c1nc2ccccc2[nH]1)c1ccco1	32
CC1=NN(c2ccc(C)c(C)c2)C(=O)C1C(c1cccc(O)c1)C1C(=O)N(c2ccc(C)c(C)c2)N=C1C (configuration not stated)	3
Cc1nnc(NC(=O)c2ccc(S(=O)(=O)N(C)Cc3ccccc3)cc2)o1	-4
CC(=O)NS(=O)(=O)c1ccc(NC(=O)c2cc(-c3ccc(C)c(C)c3)nc3ccccc23)cc1	-2
Cc1ccc(N(CC(=O)N/N=C/c2cccs2)S(C)(=O)=O)cc1Cl	9
C=CCN(CC=C)c1nc2ccccc2nc1C(C#N)C(=O)OC(C)C (configuration not stated)	12
Cc1nnc(SCc2ccccc2F)n1NCc1cccs1	-3
COc1cc(/C=C2\SC(=S)N(Nc3ccccc3)C2=O)cc(OC)c1OC	2
Cc1cccc(NC(=O)Cn2cc(C(=O)c3ccco3)c3ccccc32)c1	-12
Cn1c(=O)c2c(nc(OCc3cccnc3)n2Cc2c(F)cccc2Cl)n(C)c1=O	-2
CCCCCn1c(Sc2ncccn2)nc2c1c(=O)[nH]c(=O)n2C	-1
CCCCS(=O)(=O)NC1=NCN(CCOC(=O)c2ccccc2)CN1	2
C=CCn1c(SCc2cc(=O)n3ccsc3n2)nnc1C1CCCCC1	10
COc1cccc(OCCCN2CCN(S(=O)(=O)c3ccc(NC(C)=O)cc3)CC2)c1	-5
O=S(=O)(Nc1cccnc1)c1ccc2c(c1)OCCO2	2
COC(=O)CNC(=O)CN1c2cccc3cccc(c23)S1(=O)=O	2
CCN(CC(=O)Nc1ccc(OC)c(OC)c1)S(=O)(=O)c1ccc(C)cc1	4
CCOc1ccccc1N=Nc1c(C)[nH]n(-c2ccccc2)c1=O	0
CC(=O)c1cc(C#N)c(Oc2ccccc2)nc1C	-6
O=C(O)CCC(=O)N1CCN(c2nc3ccccc3s2)CC1	-6
O=C(COC(=O)C1CCN(S(=O)(=O)c2cccs2)CC1)c1cc2ccccc2o1	1
Cc1cc(C(=O)OCC(=O)Nc2ccc(S(=O)(=O)N3CCOCC3)cc2)c(C)o1	-6
COc1cc(OC)cc(C(=O)Nc2ccccc2N2CCOCC2)c1	-5
CCCN(CCC)CCNC(=O)C1CCCN(S(=O)(=O)c2ccc3c(c2)oc(=O)n3C)C1 (configuration not stated)	5

Screens (PubChem BioAssay)
